ABCB6 inh 2 – human ABCB6 transporter inhibition; Q9NP58; 360,000 tested, 0.19% active; fluorescence ratio to DMSO, % at 10 µM; K562-ABCB6 porphyrin accumulation, flow cytometry, 1 h; active compounds read low; AID 602162;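 active = fluorescence ratio to DMSO below 75%, the collection mean minus 3 SD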;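 note: signal is porphyrin accumulated inside mitochondria; 100% equals median channel fluorescence of DMSO control wells; lower ratio means ABCB6 inhibition with less porphyrin fluorescence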
Target sequence (Q9NP58 whole entry, looked up): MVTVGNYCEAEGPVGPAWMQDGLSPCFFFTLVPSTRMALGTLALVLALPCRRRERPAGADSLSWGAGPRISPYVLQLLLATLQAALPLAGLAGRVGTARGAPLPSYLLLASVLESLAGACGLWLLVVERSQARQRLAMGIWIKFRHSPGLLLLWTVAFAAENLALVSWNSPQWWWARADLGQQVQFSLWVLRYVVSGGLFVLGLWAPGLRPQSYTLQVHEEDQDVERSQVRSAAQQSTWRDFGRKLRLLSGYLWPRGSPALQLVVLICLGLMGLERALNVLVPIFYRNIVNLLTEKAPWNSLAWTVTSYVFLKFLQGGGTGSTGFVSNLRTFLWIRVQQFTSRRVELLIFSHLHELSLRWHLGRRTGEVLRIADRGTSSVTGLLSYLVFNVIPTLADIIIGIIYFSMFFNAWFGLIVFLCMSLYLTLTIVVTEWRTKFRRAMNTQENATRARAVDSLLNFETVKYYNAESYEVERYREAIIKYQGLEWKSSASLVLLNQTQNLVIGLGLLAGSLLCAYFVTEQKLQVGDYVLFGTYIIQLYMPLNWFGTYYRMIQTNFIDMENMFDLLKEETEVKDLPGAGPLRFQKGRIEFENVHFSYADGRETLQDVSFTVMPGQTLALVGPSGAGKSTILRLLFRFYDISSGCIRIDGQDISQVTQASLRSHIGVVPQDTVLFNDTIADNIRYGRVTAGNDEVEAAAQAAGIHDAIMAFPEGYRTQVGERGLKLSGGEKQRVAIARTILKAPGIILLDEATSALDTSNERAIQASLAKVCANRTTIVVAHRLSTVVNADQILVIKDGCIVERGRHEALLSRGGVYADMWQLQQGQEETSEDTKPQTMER
H9c2 protect – myocardial damage modulation in H9c2 cells; protection from H2O2 cell death, % at 20 µM; H9c2 cardiomyocytes, H2O2 injury protection, ATPLite, 2 h; 360,000 tested, 0.63% active;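 active = compounds giving at least 50% protection of heart cells from peroxide-induced death in the single-dose screen, raw or plate-pattern-corrected value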;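 note: 0% = DMSO wells with peroxide and 100% = DMSO wells without peroxide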
hiPSC survival – enhancers of human iPSC single-cell survival | hiPSC single-cell survival, ATPlite luminescence; 100% = ROCK inhibitor wells, 0% = DMSO | 360,000 tested, 0.044% active | AID 602274 | survival enhancement, % at 20 µM; in the data active = survival enhancement above about 18%;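 note: cells exposed to compounds for 16 hours before the ATP read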
Glyco luc inh – N-linked glycosylation inhibition; D54 ERlucT glycosylation luciferase reporter, 24 h; percent of 100 nM tunicamycin response; reporter increase, % at 12.5 µM; 360,000 tested, 0.23% active; AID 588692;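 active = mean luciferase reporter signal, scaled so untreated is 0 and the glycosylation-blocking control 100, at or above a set limit in every replicate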;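 note: luciferase carries N-glycosylation sites so blocking glycosylation raises the light; 0% = median of neutral control wells and 100% = median of 100 nM tunicamycin wells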
HTR2A ag – activates the mouse 5-HT2A serotonin receptor; CHO-K1 mHTR2A beta-arrestin complementation, luminescence; percent of 30 µM serotonin response; activation, % at 7.6 µM; 360,000 tested, 0.66% active; AID 624169;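 active = activation above a run cutoff, the mean activation of all tested compounds plus 3 SD, cut at about 14% in these data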;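 note: 0% = plate median of compound wells and 100% = 30 µM serotonin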
ABHD5-PLIN5 inh – inhibitors of human ABHD5-perilipin-5 interaction. Q00G26+Q8WTS1. Split G. princeps luciferase complementation, luminescence, 4 h. inhibition, % at 4 µM. 360,000 tested, 0.78% active. AID 602281;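 active = inhibition above the mean inhibition across every tested compound plus 3 SD, cut at about 22% in these data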;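 note: 0% = DMSO only wells and the 100% control is not disclosed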
aDG glyco up – increases alpha dystroglycan glycosylation; 360,000 tested, 0.22% active; Pro5-aDG cells, alpha-DG glycosylation AlphaScreen (IIH6); 0% Pro5, 100% B10-LARGE cell signal; AID 624168; activation, % at 10 µM;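 active = activation of at least 8% versus controls, or a plate z-score of at least 8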;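 note: Pro5 are CHO cells carrying HIG-tagged alpha-DG that lacks glycosylation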
Granule exo inh – blocks lytic granule exocytosis; TALL-104 LAMP-1 surface exposure, flow cytometry; cells stimulated with thapsigargin and PMA; inhibition, % at 10 µM; 360,000 tested, 0.66% active;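 active = inhibition above about 55%, limit read from the data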
MC4R barr agon – human MC4R agonism via beta-arrestin. U2OS MC4R beta-arrestin complementation, luminescence; percent of melanotan II response, DMSO zero. AID 540308. activation, % at 8.9 µM. 360,000 tested, 0.98% active;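 active = activation above a per-plate cutoff, the mean activation of sample wells on that plate plus 3 SD, cut at about 8% in these data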
MC4R antag cAMP – blocks human MC4R cAMP signaling; AID 540295; MC4R-expressing cells, MTII-stimulated cAMP, LANCE TR-FRET; inhibition, % at 6.5 µM; 360,000 tested, 0.48% active;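 active = inhibition above its plate's cutoff, the mean of tested wells on that plate plus 3 SD, cut at about 29% in these data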;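 note: 0% = Melanotan II alone and 100% = Melanotan II plus saturating MCL0020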
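Test system: U2OS cells stably expressing human melanocortin 4 receptor (MC4R); also added: Melanotan II challenge; compound: 6.5 µM single dose; timing: 30-min compound preincubation, 1-h Melanotan II challenge, 1-h detection, room temperature; signal: Eu-cAMP/anti-cAMP TR-FRET, emission 671 nm; repeats: one well per compound, no replicates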
Active calls of the source: *.

SMILES	ABCB6 inh 2	H9c2 protect	hiPSC survival	Glyco luc inh	HTR2A ag	ABHD5-PLIN5 inh	aDG glyco up	Granule exo inh	MC4R barr agon	MC4R antag cAMP
COc1ccc(C2NN=C(c3c[nH]c4ccccc34)C2O)cc1 (stereo not drawn)	112	-2	0.0	1	-7	4	-0.6	-4	1.2	18
O=C(COC(=O)c1cccc(S(=O)(=O)N2CCc3ccccc32)c1)Nc1ncc(Cl)cc1Cl	98	16	-0.1	2	2	3	-0.1	-1	-1.3	24
CCOC(=O)c1ccc2[nH]c3c(c2c1)CCCCC3=O	99	1	2.2	-2	-4	-8	0.2	1	-0.3	2
CC(OC(=O)CN1C(=O)c2ccccc2C1=O)C(=O)NC1CCCCC1C (stereo not drawn)	98	6	0.2	-2	4	0	-0.2	0	-2.1	4
CSc1nc(C)cc(Oc2ccccc2)n1	93	-7	-0.8	2	0	4	0.0	-2	-0.1	-2
Cc1nc(CN(C)C(=O)CC2C(=O)NCCN2Cc2ccc(F)cc2)cs1 (stereo not drawn)	96	2	-0.4	2	2	3	-0.2	-5	-1.0	3
CCn1c(SCC(=O)N2CCN(c3ccc(F)cc3)CC2)nc2ccccc2c1=O	90	23	-0.3	-2	6	3	0.1	4	3.9	-3
Cc1ccc(-c2csc(NC(=O)Cc3ccc(F)cc3)n2)o1	106	-17	-1.0	2	-2	30*	-0.1	75*	-1.7	15
O=C(O)c1ccc(COCC(F)(F)F)cc1	101	5	8.5	3	-2	-2	0.1	-3	-1.1	2
O=C1CC(/C=C/c2ccc([N+](=O)[O-])cc2)=Nc2ccccc2N1	96	4	-0.7	0	-6	6	-0.4	-2	-2.3	4
COc1ccc(Cl)cc1NS(=O)(=O)c1ccc2c(c1)NC(=O)CCS2	96	3	0.4	-1	1	2	0.1	-22	-1.4	2
COc1cc(C2CC(=O)C=C(O)C2)cc(OC)c1OC (stereo not drawn)	95	0	0.6	-3	-1	10	0.0	1	3.9	0
O=C(CSc1nc(O)cc(=O)[nH]1)N1c2ccccc2Sc2ccccc21	99	-4	0.0	0	1	-4	-0.1	7	-2.1	4
COc1ccc(C(=O)Nc2nc3c(s2)CCCC3)cc1S(=O)(=O)N1CCCc2ccccc21	89	-10	-1.4	-19	0	0	1.0	-2	-1.1	3
COc1cccc(CC2(CO)CCCN(C/C=C/c3ccccc3OC)C2)c1 (stereo not drawn)	99	-2	-4.0	-1	-2	2	0.6	0	-1.5	-4
COc1ccc(NC(=S)N(Cc2cccnc2)Cc2ccco2)cc1	93	0	0.4	-1	0	-9	-0.1	-1	-2.1	-5
CC(=O)c1ccc(NC(=O)N[C@@H](CC(C)C)C(=O)O)cc1	105	6	3.6	4	12	-7	0.0	-3	0.6	12
CCOC(=O)[C@H]1[C@H]2COc3ccc(Br)cc3[C@@H]2N2C(=O)c3ccc(Cl)cc3NC(=O)[C@@]12C	103	19	5.8	0	-6	-6	0.0	-1	1.5	10
CCCCc1nnc(SC(C)C(=O)Nc2nccs2)n1C (stereo not drawn)	95	5	-0.3	6	1	-4	-0.1	-4	-4.6	2
CC1CCCN(S(=O)(=O)c2cc3c4c(c2)CCN4C(=O)CC3)C1 (stereo not drawn)	103	0	-0.1	0	2	-1	-0.2	5	0.5	0
CCN(Cc1ccc(OC)c(F)c1)C(C)C(=O)Nc1ccc(S(=O)(=O)N2CCCC2)cc1 (stereo not drawn)	101	-12	-0.3	-3	-12	10	-0.4	-6	-0.1	1
CCOc1ccc(CCN2C(=S)N([C@@H](CC(C)C)CN3CCCC3CN3C(=S)NC[C@@H]3CC(C)C)C[C@@H]2Cc2ccccc2)cc1 (stereo partly drawn)	97	0	-4.7	-10	-2	-4	-0.2	-4	0.1	-3
CCOC(=O)N1CCN(C(=O)c2ccc(N(C)S(C)(=O)=O)cc2)CC1	96	-2	2.9	1	-1	-2	-0.2	12	-1.0	-5
Cc1nnc(C)n1/N=C/c1cccnc1	110	1	0.3	0	-2	4	0.1	-1	-1.1	4
COc1cc(Cl)c(S(=O)(=O)NCc2cccnc2)cc1Cl	98	-3	0.1	-1	3	-8	-0.1	-2	-2.0	14
CC/C(=N\NC(=O)c1nnn(-c2nonc2N)c1CN(C)c1ccccc1)c1ccccc1	96	1	-0.3	-1	-10	1	-0.2	-7	-1.5	18
Cc1ccccc1N1CC(C(=O)Nc2ccncc2)CC1=O (stereo not drawn)	95	1	-0.4	1	13	1	0.2	6	0.9	4
COc1ccc(NC(=O)COc2ccccc2Cc2ccccc2)cn1	96	-11	3.6	-2	-7	-12	0.5	-1	-0.3	-3
CCOc1cc(/C=C2/N=C(c3ccc(C(C)(C)C)cc3)OC2=O)cc(Cl)c1OS(C)(=O)=O	102	-3	-3.5	1	1	-3	0.0	-4	-3.5	-6
Cc1cccc2cc(CN(CCN3CCOCC3)C(=O)Nc3ccccc3F)c(=O)[nH]c12	103	3	-3.0	2	7	5	-0.4	2	-1.8	-4
CC(=O)c1ccc(NC(=O)CN2CCC(NC(=O)c3ccccc3C)CC2)cc1	99	2	-1.8	1	23*	2	-0.1	2	-0.9	6
COc1ccccc1OCCn1c(C)c(C=O)c2ccccc21	96	-2	0.1	-2	-2	-4	0.4	8	-1.7	-7
CCCn1ncc(OC)c(Cl)c1=O	97	6	-1.5	-1	3	-1	-0.1	-1	0.2	-4
Cc1cccc(OCCCC(=O)Nc2nc3ccccc3[nH]2)c1	100	-13	-0.4	-2	0	4	-0.7	-1	2.0	2
CC(C)NC(=O)NC(=O)COC(=O)c1ccc(S(=O)(=O)NCc2ccco2)cc1	95	-2	-0.1	1	0	0	-0.2	-4	1.1	6
Cc1oc2c(c1C(=O)NCc1ccccc1)CCCC2	97	1	-0.6	-1	2	8	0.2	-3	-0.3	13

Taken from the listing for reference:
SMILES	ABCB6 inh 2	H9c2 protect	hiPSC survival	Glyco luc inh	HTR2A ag	ABHD5-PLIN5 inh	aDG glyco up	Granule exo inh	MC4R barr agon	MC4R antag cAMP
Cc1cccc(OCCCC(=O)Nc2nc3ccccc3[nH]2)c1	100	-13	-0.4	-2	0	4	-0.7	-1	2.0	2
CC(C)NC(=O)NC(=O)COC(=O)c1ccc(S(=O)(=O)NCc2ccco2)cc1	95	-2	-0.1	1	0	0	-0.2	-4	1.1	6
Cc1oc2c(c1C(=O)NCc1ccccc1)CCCC2	97	1	-0.6	-1	2	8	0.2	-3	-0.3	13

The list goes on:
SMILES	ABCB6 inh 2	H9c2 protect	hiPSC survival	Glyco luc inh	HTR2A ag	ABHD5-PLIN5 inh	aDG glyco up	Granule exo inh	MC4R barr agon	MC4R antag cAMP
Cc1ccccc1S(=O)(=O)NC(=O)C1(C)CCN1C(=O)CCc1cccs1 (stereo not drawn)	92	-6	0.9	-1	1	4	0.2	12	0.4	-2
Cc1cccnc1NC(=O)c1ccc(C(=O)c2ccccc2)cc1	100	-2	-0.4	-3	-6	10	-0.4	11	-3.8	0
Cc1cccc(N/C(N)=N/c2nc3c(c(=O)[nH]2)CCCC3)c1	100	15	-1.1	2	0	-1	0.0	-4	-1.2	0
CCCCOn1c(C)c(C(C)=O)c2c3no[n+]([O-])c3ccc21	94	-8	-0.4	-7	0	2	0.3	-6	0.8	9
Cc1cccnc1NC(=O)c1ccccc1-c1ccccc1C(=O)Nc1ncccc1C	97	-4	0.6	1	-2	6	0.1	-1	-3.6	0
CC(C)NC(=O)NC(=O)COC(=O)c1ccccc1Oc1ccccc1	94	-10	-0.6	-5	5	-1	0.1	1	0.0	6
CCC(=O)Nc1ccc(NC(=O)c2cccc3c(Br)cccc23)cc1	98	2	-0.1	-2	5	-6	0.0	-1	3.9	-1
O=Cc1ccc2noc(-c3ccc(Cl)cc3)c2c1	106	7	-1.0	0	3	3	0.1	2	1.1	-11
CCCCN1C(=O)C(=O)N(CC(=O)c2cc(C)n(-c3cc(C)on3)c2C)C1=O	93	8	0.3	1	-6	-2	-0.2	-2	-3.9	-4
c1ccc2oc(SCc3nc4ccccc4s3)nc2c1	109	-20	1.6	-7	-5	0	-0.1	-3	0.6	2
CCn1c(SCc2nc3ccccc3s2)nnc1-c1cccs1	104	0	-1.7	3	2	-4	0.0	1	0.8	-2
O=C(CN1C(=O)c2ccccc2C1=O)Nc1cccc(O)c1	98	-1	-0.5	2	-4	2	0.0	-4	-1.3	5
O=C(CNS(=O)(=O)c1ccccc1)Nc1ccc(C(F)(F)F)cc1	100	-2	-0.6	0	2	-6	-0.4	-2	3.1	16
CC(=O)OCc1cc2cc(C)ccc2[nH]c1=O	97	2	-1.1	1	-1	-2	0.0	4	1.2	14
Cc1cc(C)nc(SCC(=O)c2ccc3c(c2)OCCO3)n1	96	-2	-1.1	0	-2	3	0.8	-2	-1.1	0
COc1ccc(NC(=O)c2cc(-c3cc(F)ccc3OC)n[nH]2)cn1	96	5	-2.9	-1	-4	2	-0.3	-2	1.2	6
CCC(=O)Nc1ccc(Nc2nc(Cl)nc(Nc3ccc(NC(=O)CC)cc3)n2)cc1	98	10	2.1	-2	1	4	1.3	3	-2.2	2
CCOC(=O)c1ccccc1NC(=O)c1cc2sccc2n1C	104	-6	-0.3	-1	0	-12	-0.1	0	-0.9	-1
COC(=O)C1=C(C(=O)OC)[C@@H]2Nc3ccccc3[C@@]23C[C@@H](C(=O)OC)N(C(=O)c2ccco2)C3=N1	96	16	-1.8	4	5	8	-0.2	-6	-2.0	7
O=C(COc1ccc(Cl)cc1)Nc1cccc(S(=O)(=O)NC2=NCCCCC2)c1	97	-16	-0.5	1	-4	6	-0.1	0	-1.7	-1
O=C(CSc1nccc(=O)[nH]1)c1ccco1	96	7	1.0	1	0	-4	0.9	-3	1.7	10
CCN(CC)Cc1c(C(=O)N/N=C/c2cccs2)nnn1-c1nonc1N	98	-2	-0.7	2	5	-8	-0.1	6	0.6	-1
O=S(=O)(c1ccc(S(=O)(=O)N2CCC3(CC2)OCCO3)cc1)N1CCCC1	99	-4	0.5	-1	1	0	0.0	1	-0.9	3
Cc1ccc(S(=O)(=O)c2nc(-c3cccs3)oc2SCC(N)=O)cc1	101	-4	-1.3	-1	-3	0	-0.1	-2	-1.0	2
Cc1ccc(C)c(NC(=O)c2cnn(-c3ccccc3)c2C)c1	104	-10	-0.7	-8	-3	-2	0.3	-10	-0.1	11
O=C(CN1CCN(CCO)CC1)Nc1ccccc1	116	9	1.3	3	-1	2	-0.2	-1	-1.0	-5
O=C(OCn1nnc2ccccc2c1=O)c1cccnc1Cl	96	0	1.4	0	3	3	0.0	2	-2.4	22
O=C(O)/C=C/C(=O)N1CCN(c2ccc(F)cc2)CC1	102	0	-0.4	-3	12	1	0.4	-4	-0.4	19
COc1ccc(CCCC(=O)N/N=C/c2ccc(C)cc2)cc1	96	-12	2.0	0	-8	-1	0.0	-4	1.1	10
N#Cc1c(-c2ccco2)cc(-c2ccccn2)nc1N	85	88*	-1.5	3	7	10	0.0	-2	-0.3	1
COc1ccc(C(=O)Nc2ccnn2C2CCN(C3CCC3)CC2)cc1	100	-1	-0.2	4	4	2	-0.4	-8	0.2	6
Cn1c(-c2ccccc2)cc2c3no[n+]([O-])c3ccc21	109	6	-3.7	1	5	3	1.1	-1	7.9	-3
